VLA-4 antagonist = blocks LDV-FITC ligand binding to Mn2+-activated human VLA-4 integrin; P13612; Jurkat cells, LDV-FITC binding with Mn2+, flow cytometry; 100% = Mn2+-driven binding gain fully reversed; inhibition, % at 10 µM (by protocol); 24,000 compounds, 0.2% hits; AID 529;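 active = inhibition above 50%; inconclusive = compound itself fluorescent, judged against control cell fluorescence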;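 also: 0% = Mn2+ stimulated cells lacking compound and 100% = ligand binding without Mn2+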
Target sequence (P13612 whole entry, looked up): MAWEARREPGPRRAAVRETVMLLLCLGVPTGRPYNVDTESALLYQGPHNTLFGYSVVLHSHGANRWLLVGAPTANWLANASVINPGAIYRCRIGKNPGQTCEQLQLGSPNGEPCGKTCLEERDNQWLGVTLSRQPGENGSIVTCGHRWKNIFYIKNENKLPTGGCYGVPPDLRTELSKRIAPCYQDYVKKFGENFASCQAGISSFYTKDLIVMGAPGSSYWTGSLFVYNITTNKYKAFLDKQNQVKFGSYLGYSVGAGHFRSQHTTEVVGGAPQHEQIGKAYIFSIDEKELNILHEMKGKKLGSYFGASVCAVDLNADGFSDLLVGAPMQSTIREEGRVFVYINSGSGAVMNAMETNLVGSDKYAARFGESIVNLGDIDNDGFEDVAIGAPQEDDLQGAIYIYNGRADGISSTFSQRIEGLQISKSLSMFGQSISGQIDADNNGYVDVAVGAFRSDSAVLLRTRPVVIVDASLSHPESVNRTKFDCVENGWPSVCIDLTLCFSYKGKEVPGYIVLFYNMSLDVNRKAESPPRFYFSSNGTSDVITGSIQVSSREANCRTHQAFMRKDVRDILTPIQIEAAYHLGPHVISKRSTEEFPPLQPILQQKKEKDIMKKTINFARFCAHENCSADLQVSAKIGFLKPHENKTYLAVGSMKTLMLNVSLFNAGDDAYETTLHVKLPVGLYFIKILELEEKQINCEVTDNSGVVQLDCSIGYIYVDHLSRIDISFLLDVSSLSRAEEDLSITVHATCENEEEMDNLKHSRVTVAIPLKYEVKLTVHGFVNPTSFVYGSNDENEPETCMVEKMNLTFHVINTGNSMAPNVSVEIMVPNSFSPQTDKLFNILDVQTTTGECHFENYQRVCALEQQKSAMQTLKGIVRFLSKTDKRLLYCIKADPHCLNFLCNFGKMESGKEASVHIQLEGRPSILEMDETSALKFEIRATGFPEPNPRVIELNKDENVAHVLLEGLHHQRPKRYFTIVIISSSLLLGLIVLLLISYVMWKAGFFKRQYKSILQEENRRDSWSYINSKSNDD
Jurkat autofluor = compound fluoresces in Jurkat cells, VLA-4 screen interference | 24,000 compounds, 0.61% hits | compound autofluorescence, flow cytometry; active compounds read high; 1 = vehicle-only cell background | fluorescence ratio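 (tested at 10 µM compound in the well)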;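 active = fluorescence ratio above 2.44, which is 1 plus 3 SD of all ratios; inconclusive = signal too bright to measure linearly, ratio around 10 or more; inactive = fluorescence ratio below 2.44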;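 also: green fluorescence of cells measured with 488 nm excitation and 530 nm emission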
VLA-4 allo ag = allosterically activates the human VLA-4 integrin; P13612; Jurkat cells, LDV-FITC binding, flow cytometry; activation, % at 10 µM (by protocol); 24,000 tested, under 10 active; AID 528;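 active = fluorescent ligand binding to cells raised by more than 40% of the manganese-induced maximum; inconclusive = compound's own fluorescence above 85% of the ligand control signal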;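 also: 0% = ligand binding without compound and 100% = manganese-stimulated maximal binding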
Prostate diff = activators of LNCaP prostate cell differentiation; flow cytometry side scatter, 4 d; side scatter shift, % at 10 µM; 24,000 compounds, 0.56% hits;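 active = side scatter shift above 30%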;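 also: androgen-responsive LNCaP prostate cancer cells in charcoal-stripped serum medium; percent of cells past a gate set so DMSO wells show 10% shift; higher shift means more granular cells and more differentiation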
An asterisk follows results filed as active; ? = inconclusive; nt = no result given.

structure	Prostate diff	VLA-4 antagonist	VLA-4 allo ag	Jurkat autofluor
COc1ccc2nc(N3CCCC(C(=O)NCCCN4CCN(C)CC4)C3)sc2c1 (centres undefined)	5.0	-7.0	1.0	1
CC(=O)Nc1ccc2nc(C3CCCCC3)[nH]c2c1	16.0	-22.5	-3.5	1.18
CCn1cc(C(=O)NCc2ccco2)c(=O)c2cc(S(=O)(=O)N3CCc4ccccc4C3)ccc21	13.0	-8.0	-3.0	1.15
CCOC(=O)c1cc2c(=O)n3ccccc3nc2n(Cc2ccco2)c1=NC(=O)c1cccnc1	4.0	?	?	4.34*
CCOC(=O)c1c(CN2CCN(c3ccccc3)CC2)oc2ccc(O)cc12	4.0	4.0	6.0	1.02
Cc1nc2ccc(NC(=O)N3CCC(c4ccccc4)C3)cc2nc1C (centres undefined)	11.0	6.5	-3.0	1.11
COc1cccc(OC)c1C(=O)N1CCN(S(=O)(=O)c2ccccc2)CC1	11.0	-2.5	3.5	1.03
O=C(CCCCCn1c(SCc2ccncc2)nc2ccccc2c1=O)NCc1ccco1	13.0	14.7	-14.7	1.16
Cc1nn(-c2nc3ccccc3s2)c(C)c1Oc1ccccc1O	25.0	3.0	-4.0	1.09
O=C(Cn1cnc2c(nnn2Cc2ccc(F)cc2)c1=O)OCc1ccccc1	6.0	12.0	-5.0	1.08
Cc1cccc(-n2nnc(C(=O)NC3CCCc4ccccc43)c2N)c1 (centres undefined)	7.0	-32.0	2.0	0.97
O=C(CSc1nc(O)cc(=O)[nH]1)Nc1ccc2c(c1)CCC2	9.0	-4.0	5.0	0.97
Cc1cc(C(=O)NCCN2CCCCC2C)n(-c2ccccc2)n1 (centres undefined)	1.0	-5.7	3.0	1.07
Cc1nn(S(=O)(=O)N2CCCCC2)c(C)c1Br	8.0	-16.0	-3.0	1.04
CC#CCCC(=O)N1C=Cc2ccccc2C1C#N (centres undefined)	10.0	-6.0	6.0	0.98
CN(CC(=O)Nc1ccc2c(c1)OCCO2)S(=O)(=O)c1ccc(Br)s1	7.0	-1.3	-5.3	1.07
COc1ccc(/C(O)=C2/C(=O)C(=O)N(Cc3cccnc3)C2c2ccncc2)cc1F (centres undefined)	10.0	-11.0	4.0	1.05
Cc1c(Cl)cccc1NC(=O)c1cc(C2CC2)on1	12.0	16.0	4.0	1.01
Cc1ccccc1-c1nc(CS(=O)(=O)CC(=O)Nc2cc(F)ccc2F)c(C)o1	6.0	22.0	3.0	0.87
Cc1nn(C)c(C)c1S(=O)(=O)Nc1ccc2c(c1)OCO2	16.0	?	?	1.14
Cn1c(C(=O)N2CCCC(C(=O)NCCCSC3CCCCC3)C2)cc2sccc21 (centres undefined)	5.0	3.0	-17.0	1.16
CCn1c(NC(=O)c2cccc(Cn3cc(Cl)cn3)c2)nc2ccccc21	6.0	-1.3	-2.7	1.01
COc1ccc(S(=O)(=O)Cc2ccc(C(=O)N3CCN(c4ccccn4)CC3)o2)cc1	10.0	-11.0	?	0.81
Cc1cc2c(=O)n(CC(=O)N3CCN(c4ccc(F)cc4)CC3)cnc2s1	10.0	-8.0	2.0	1.03
Cc1ccc(CNC(=O)CN2C(=O)COc3ccc(C)cc32)cc1	9.0	-11.0	4.0	1.02
CCOC(=O)c1sc(NC(=O)CSc2n[nH]c(-c3ccccc3)n2)c(C#N)c1C	8.0	?	?	1.4
CCOC(=O)CC(=O)CSc1nc(-c2cccnc2)ccc1C#N	9.0	3.5	5.5	1.51
COCCCn1c(=S)[nH]c2ccc(N3CCOCC3)cc2c1=O	1.0	-12.0	3.0	0.94
COc1cc(C(=O)NCc2cn3ccsc3n2)cc(OC)c1OC	3.0	-8.0	7.0	0.99
CCOC(=O)CSc1nnc([C@H](CC(C)C)NC(=O)OC(C)(C)C)o1	10.0	-9.0	5.0	1.04
CCCCN(C)C(=O)C(Cc1ccccc1)NS(=O)(=O)c1ccc2c(c1)CCC(=O)N2 (centres undefined)	5.0	-7.0	4.0	1.02
CCOC(=O)CCn1nnc(N)n1	3.0	11.0	3.0	1.04
Cc1cc(C(=O)NCCCc2ccccc2)no1	4.0	-1.5	1.0	1
CC(CCc1ccccc1)NC(=O)C1CCN(c2nnc(-n3cccc3)s2)CC1 (centres undefined)	5.0	3.0	-5.0	1.11
CCOC(=O)CSc1nn(C)c(=S)s1	3.0	-11.5	7.5	1.1
CCOC(=O)N1CCN(C(=O)C2CCN(S(=O)(=O)c3ccc(Br)s3)CC2)CC1	3.0	3.0	-7.0	1.08
O=C(CSc1nnc(-c2cccs2)o1)N1CCCCC1	11.0	6.0	-5.0	1.07
COc1cccc(C2=NOC(C(=O)Nc3ccc(OC)c(OC)c3)C2)c1 (centres undefined)	4.0	5.0	4.0	1.02
N#C/C(=C\c1ccc(O)c(O)c1)C(=O)NCCCc1ccccc1	nt	-34.5	16.5	1.64
O=C(CN1C(=O)CSc2ncccc21)NCCN1CCOCC1	5.0	-14.0	4.0	1
CCOc1ccc(-n2c(=O)c3c(C)c(C)sc3n(CC(=O)NCc3ccco3)c2=O)cc1	20.0	-28.0	7.0	0.94
O=C(Nc1ccc(N2CCOCC2)cc1)C1CC1	8.0	-24.0	1.0	0.98
O=C1C2CCCN2C(c2ccc(Br)cc2)N1c1ccc(F)cc1 (centres undefined)	6.0	4.0	-5.0	1.09
Cn1cnnc1Sc1nc2c(c(=O)n(C)c(=O)n2C)n1C	3.0	10.0	-1.0	1.05
Cc1n[nH]c(C)c1S(=O)(=O)N1CCc2ccccc21	7.0	9.0	-6.0	1.16
COc1cc(OC)cc(C(=O)NCc2n[nH]c(=S)n2-c2ccccc2OC)c1	16.0	-17.0	2.7	1.01
CCOC(=O)c1oc2ccccc2c1CSc1nnnn1-c1ccc(OC)cc1	7.0	-8.0	0.5	0.96
Cc1sc2nc(SCc3nc4ccccc4[nH]3)n(Cc3ccco3)c(=O)c2c1C	4.0	28.5	-17.5	1.13
COc1ccc(NS(=O)(=O)c2coc(C(N)=O)c2)cc1Cl	2.0	-7.3	2.3	1.05
CC(=O)N1C(C(=O)O)CSC1c1cccc(C)c1 (centres undefined)	3.0	-6.0	3.0	1.01

Next section.
structure	Prostate diff	VLA-4 antagonist	VLA-4 allo ag	Jurkat autofluor
Cc1ccc(-c2nc(CS(=O)(=O)CC(=O)NCCCN3CCN(C)CC3)c(C)o2)cc1	11.0	?	?	0.98
Cc1cccc(NC(=O)NCC(c2cccnc2)N2CCOCC2)c1 (centres undefined)	5.0	6.0	0.0	1.06
CCN1CCCC1CNC(=O)CN1C(=O)COc2ccc(C)cc21 (centres undefined)	8.0	-4.0	6.0	1.04
CCOC(=O)c1cn(CC(=O)Nc2ccc(C)cc2)nn1	6.0	4.0	1.0	1.03
C=CCc1c(C)nc2c(C(=O)O)cnn2c1C	4.0	?	?	1.07
CCC(=O)NC(C)c1nc2ccccc2n1C (centres undefined)	10.0	-2.0	2.0	1.03
Cc1sc2ncn(CC(=O)NCc3ccccn3)c(=O)c2c1S(=O)(=O)N1CCOCC1	1.0	-22.0	1.0	1.04
CC1CCCCC1NC(=O)COc1ccc(-n2cnnn2)cc1 (centres undefined)	7.0	-13.0	2.5	1.08
O=C(NCc1cccs1)C1CC(=O)N(C2CCCC2)C1 (centres undefined)	8.0	-1.3	-0.3	1.04
CCOCCCn1c(=S)[nH]c2cc(C(=O)N3CCOCC3)ccc2c1=O	8.0	-15.0	-3.0	0.94
Cc1ccc(-n2nc3c(c2NC(=O)c2ccc(Br)o2)CSC3)c(C)c1	12.0	5.0	0.0	1.01
COc1ccc(NC(=O)[C@H](CCS(C)(=O)=O)N2Cc3ccccc3C2=O)c(OC)c1	1.0	-14.0	-3.0	1.16
COC(=O)c1c(C(=O)OC)n(CCCN)c2ccc(C)cc12	29.0	-15.5	7.5	1.08
CCN(C(=O)COc1cc(=O)n(CC)c2ccccc12)c1cc(Cl)ccc1OC	11.0	14.0	-5.0	1.2
Cc1ccc2nsnc2c1S(=O)(=O)N1CCN(Cc2ccc3c(c2)OCO3)CC1	11.0	-18.0	-8.0	0.98
COC(=O)C1(C)Nc2ccccc2C(=O)N1c1ccccc1OC (centres undefined)	4.0	-4.0	0.0	0.95
CCOC(=O)C1C(=O)C=C(c2ccc(OC)cc2)CC1c1ccco1 (centres undefined)	5.0	?	?	1.11
CCn1c(SCc2nc(-c3cccs3)no2)nnc1-c1c[nH]c2ccccc12	6.0	8.5	-6.5	0.98
CCn1c(=O)cc(SCC(=O)Nc2ccc3c(c2)OCCO3)c2ccccc21	2.0	38.0	-8.0	0.99
CCN(CCNC(=O)c1cc(C)nn1-c1ccccc1)c1ccccc1	5.0	16.0	-8.0	1.07
Cc1noc(C)c1S(=O)(=O)N1CCC2(CC1)OCCO2	9.0	-5.9	-2.6	1.04
CC(NC(=O)NC12CC3CC(CC(C3)C1)C2)C1CCCO1 (centres undefined)	3.0	-10.0	-0.5	0.98
COc1ccccc1CNC(=O)CCS(=O)(=O)c1ccc2c(c1)CCCN2C(C)=O	18.0	3.0	4.0	1.02
CC(c1ccco1)N(Cc1ccco1)C(=O)Nc1ccccc1 (centres undefined)	12.0	-4.3	-1.0	1.07
Cc1nc2ccc(S(=O)(=O)NC(CC(C)C)C(=O)O)cc2s1 (centres undefined)	2.0	-3.0	0.0	1
COc1cccc(NC(=O)N2CCN(c3cccc(C)c3)C(C)C2)c1 (centres undefined)	5.0	0.0	-1.0	1.08
CC1=CCC2C(=O)N(c3ccc(C)c(Br)c3)C(=O)C2C1 (centres undefined)	15.0	17.0	-4.0	1.04
Cn1c(=O)c2c(ncn2CC(O)CO)n(C)c1=O (centres undefined)	3.0	-7.0	-4.0	1.12
CC1(C)SC2[C@H](NC(=O)C(NC(=O)N3CCNC3=O)c3ccccc3)C(=O)N2C1C(=O)O (some centres undefined)	0.0	-25.5	1.0	1.01
Cc1ccc2cc3cc(C(=O)NCc4ccc5c(c4)OCO5)oc3nc2c1	14.0	?	?	1.05
COc1ccc(-c2noc(CCN3C(=O)c4ccccc4C3=O)n2)cc1OC	2.0	-12.5	3.5	1.03
CCc1ccccc1N1CC23C=CC(O2)C(C(=O)OC)C3C1=O (centres undefined)	8.0	-11.0	6.0	1
O=C(NCc1cccs1)c1cc2c(s1)CS(=O)(=O)C2	15.0	-8.0	6.7	1.16
O=S(=O)(c1ccccc1)n1nc(-c2ccccc2)nc1NCc1ccco1	18.0	43.0	-10.0	1
Cc1ccc(NC(=O)CSc2nnc(-c3ccc(S(=O)(=O)N4CCOCC4)cc3)n2C)cc1	10.0	-1.5	1.0	1.04
COCCNC(=O)CS(=O)Cc1nc(-c2ccccc2C)oc1C (centres undefined)	10.0	?	?	1.14
Fc1ccc2[nH]c3c(N4CCSCC4)ncnc3c2c1	nt	11.0	8.0	0.93
O=C(OCCNC(=O)c1cc2ccccc2oc1=O)c1cccnc1	23.0	-2.0	2.0	0.94
COc1ccc(CCNC(=O)c2nnn(CC(=O)Nc3ccccc3C)c2N)cc1OC	5.0	-22.0	6.0	0.97
CC(C)(C)C(=O)Oc1cc(N)n(S(=O)(=O)c2ccccc2)n1	8.0	-6.3	-3.7	1.04

Individual results from above:
Fc1ccc2[nH]c3c(N4CCSCC4)ncnc3c2c1 | VLA-4 antagonist = 11.0
O=C(NCc1cccs1)c1cc2c(s1)CS(=O)(=O)C2 | VLA-4 antagonist = -8.0
Cc1ccc(NC(=O)CSc2nnc(-c3ccc(S(=O)(=O)N4CCOCC4)cc3)n2C)cc1 | Jurkat autofluor = 1.04
COCCNC(=O)CS(=O)Cc1nc(-c2ccccc2C)oc1C (centres undefined) | Prostate diff = 10.0
COc1ccc(-c2noc(CCN3C(=O)c4ccccc4C3=O)n2)cc1OC | VLA-4 antagonist = -12.5

New compounds follow.
structure	Prostate diff	VLA-4 antagonist	VLA-4 allo ag	Jurkat autofluor
CC1(c2ccc(Cl)cc2)NC(=O)N(CC(=O)NC(=O)NCc2ccco2)C1=O (centres undefined)	2.0	4.0	-6.5	1.01
CCOC(=O)N1CCC(NC(=O)CSc2cc(=O)n(C)c3ccccc23)CC1	18.0	8.0	-4.0	1
c1ccc(CNc2c3c(nc4ncnn24)CCCC3)nc1	3.0	37.5	-14.0	0.99
O=C1NC(=O)C(CC(=O)N(c2ccccc2)C2(C(=O)NC3CCCC3)CCCCC2)N1 (centres undefined)	6.0	1.7	4.0	0.98
O=C1c2ccccc2C(Nc2ccc(-c3nc4ccccc4[nH]3)cc2)N1Cc1ccco1 (centres undefined)	9.0	18.5	-7.0	1.05

Some of the entries above, set out differently:
Values run as follows: Prostate diff, VLA-4 antagonist, VLA-4 allo ag, Jurkat autofluor
CCOC(=O)N1CCC(NC(=O)CSc2cc(=O)n(C)c3ccccc23)CC1
→ 18.0, 8.0, -4.0, 1
c1ccc(CNc2c3c(nc4ncnn24)CCCC3)nc1
→ 3.0, 37.5, -14.0, 0.99

Screening data: PubChem, NMMLSC

Only part of the results is shown; count on the stated rates, not on these rows.
